ALDH1A1 block – qHTS Assay for Inhibitors of Aldehyde Dehydrogenase 1 (ALDH1A1); AID 1030, 2008; Purified ALDH1A1, NADH fluorescence, propionaldehyde substrate; 220,000 compounds, 7.3% hits; Potency, µM (top dose mostly 75.3 µM), for inactives: top-dose activity, negative = inhibition, usual class: inhibitors; active means well fitted inhibition curve with a large enough effect, not every such curve was filed as active; inconclusive means small, poorly fitted or top-dose-only effect, or another doubt; inactive means no such curve, though single readings can be large or run the other way;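 further: plate controls were no enzyme wells and a reference inhibitor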
Target sequence (P00352 whole entry, looked up): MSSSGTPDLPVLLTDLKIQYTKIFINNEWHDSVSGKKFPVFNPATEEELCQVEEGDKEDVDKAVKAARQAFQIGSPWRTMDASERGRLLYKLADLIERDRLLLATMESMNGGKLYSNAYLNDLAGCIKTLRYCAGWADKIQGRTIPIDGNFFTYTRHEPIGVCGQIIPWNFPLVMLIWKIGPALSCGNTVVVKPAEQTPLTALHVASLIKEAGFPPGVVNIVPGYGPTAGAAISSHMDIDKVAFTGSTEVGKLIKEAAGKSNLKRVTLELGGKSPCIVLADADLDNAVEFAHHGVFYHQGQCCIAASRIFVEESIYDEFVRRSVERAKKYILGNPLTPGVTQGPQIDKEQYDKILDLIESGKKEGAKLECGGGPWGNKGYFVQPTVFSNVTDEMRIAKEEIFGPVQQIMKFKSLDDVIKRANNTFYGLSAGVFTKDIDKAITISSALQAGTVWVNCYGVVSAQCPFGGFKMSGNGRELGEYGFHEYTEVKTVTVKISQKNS
KDM4E inh – qHTS Assay for Inhibitors of Human Jumonji Domain Containing 2E (JMJD2E) | Lysine-specific demethylase 4E (Homo sapiens), B2RXH2 | JMJD2E catalytic domain, FDH-coupled NADH fluorescence (FDH is formaldehyde dehydrogenase) | Potency, µM (titrated, usually from 57.1 µM), for inactives: at the highest dose activity change, negative = inhibition, hits mostly inhibitors | 230,000 compounds, 1.6% hits; active means well fitted inhibition curve with a large enough effect, not every such curve was filed as active; inconclusive means small, poorly fitted or top-dose-only effect, or another doubt; inactive means no such curve, though single readings can be large or run the other way;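 further: 0% = wells with enzyme and -100% = buffer wells without enzyme; nearly all actives have a fitted effect of over 50% in size; many of its hits are not listed in these tables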
Target sequence (B2RXH2 1-337 limits assumed): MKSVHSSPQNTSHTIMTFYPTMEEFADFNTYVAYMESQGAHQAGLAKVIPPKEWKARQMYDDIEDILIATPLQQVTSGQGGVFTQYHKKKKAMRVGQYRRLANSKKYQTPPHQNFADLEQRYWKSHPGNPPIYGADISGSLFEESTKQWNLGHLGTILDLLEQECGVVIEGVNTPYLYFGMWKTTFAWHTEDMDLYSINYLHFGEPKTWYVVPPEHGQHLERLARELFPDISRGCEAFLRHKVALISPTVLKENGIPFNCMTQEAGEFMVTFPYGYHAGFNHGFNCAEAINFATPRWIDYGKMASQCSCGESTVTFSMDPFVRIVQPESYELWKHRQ
HTT aggregate – qHTS Multiplex Assay to Identify Dual Action Probes in a Cell Model of Huntington: Aggregate Formation (GFP); PC12 HttQ103-GFP aggregates, Acumen cytometry, 40 h; Potency, µM (highest dose often 46.1 µM), inactives show at the top dose activity change, negative = inhibition, actives largely listed as inhibitors; AID 1688, 2009; 220,000 compounds, 1.1% hits; further: on the % scale 0 is the no-effect control and ±100 the full control effect; nearly all actives have a fitted effect of over 60% in size
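Read-out: GFP aggregate count by laser scanning cytometer (488 nm excitation, 500-530 nm emission, 1–25 µm objects >6 SD above background). Cells: PC12, inducible HTTex1-Q103-GFP, 100 nM tebufenozide; compounds titrated.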
SMN2 splice up – qHTS Assay for Enhancers of SMN2 Splice Variant Expression | 210,000 compounds, 2.8% hits | HEK293 SMN2-luciferase splicing reporter, luminescence, 30-36 h | Potency, µM (series often up to 46.1 µM), inactives show at the top dose activity change, positive = activation, usual class: activators | AID 1458, 2008; further: % of control where 0% means no effect; nearly all actives have a fitted effect of over 55% in size
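HEK293 cells carry an SMN2 minigene-luciferase reporter in which exon 7 inclusion puts luciferase in frame. Cells were seeded at 2000 cells/well, attached for 10-12 hours, then exposed to compounds for 30-36 hours at 37C before ONE-Glo luminescence.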
Tau ThT inhib – qHTS for Inhibitors of Tau Fibril Formation, Thioflavin T Binding; Microtubule-associated protein tau (Homo sapiens), P10636; recombinant tau K18 P301L, heparin-induced fibrillization, ThT fluorescence; Potency, µM (titrated, usually from 57.4 µM), for the others: top-dose activity, negative = inhibition, most hits filed as inhibitors; 270,000 compounds, 2.1% hits; further: on the % scale 0 is the no-effect control and ±100 the full control effect; nearly all actives have a fitted effect of over 55% in size
Target sequence (P10636 561-689 P618L limits assumed): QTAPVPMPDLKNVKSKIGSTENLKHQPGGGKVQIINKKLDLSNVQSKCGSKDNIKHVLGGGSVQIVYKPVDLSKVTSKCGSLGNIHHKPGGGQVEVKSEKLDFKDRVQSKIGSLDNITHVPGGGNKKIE
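Using a mix of unlabeled (15 uM) and Alexa 594-labeled (0.24 uM) tau K18 P301L, heparin-triggered fibrillization over 6 hr at 37 C was scored by ThT fluorescence.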
HTT cytoprotect – qHTS Multiplex Assay to Identify Dual Action Probes in a Cell Model of Huntington: Cytoprotection (ATP); Potency, µM (titrated, usually from 56.4 µM), inactives show cytoprotection (ATP increase), actives largely listed as activators; AID 1471, 2008; PC12 HTT-Q103 induced, cytoprotection, ATP luminescence, 40 h; 230,000 compounds, 0.14% hits;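 further: % of control where 0% means no effect; nearly all actives have a fitted effect of over 45% in size; toxic huntingtin expression switched on by the ecdysone agonist tebufenozide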
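Compounds added alongside 100 nM tebufenozide, which induces toxic Q103 huntingtin exon 1-GFP in stable PC12 cells; surviving cells quantified by luminescent ATP measurement. Medium: phenol red-free DMEM, 5% equine and 5% calf serum.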
Tau fluor cs – Counterscreen qHTS for Inhibitors of Tau Fibril Formation, Fluorescence Polarization. tau K18 P301L Alexa594 fluorescence, heparin fibrillization. Potency, µM (highest dose often 57.7 µM), without a hit: at the highest dose activity change, negative = decrease. 280,000 compounds, 0.93% hits; further: on the % scale 0 is the no-effect control and ±100 the full control effect; nearly all actives have a fitted effect of over 55% in size
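Human K18 P301L tau (15 uM unlabeled plus 0.24 uM Alexa 594-labeled, final) in 100 mM sodium acetate pH 7 was mixed with compound and 20 uM heparin and incubated 6 hr at 37 C.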
Tau fibril FP – qHTS for Inhibitors of Tau Fibril Formation, Fluorescence Polarization; Potency, µM (doses to about 57.7 µM), inactives show top-dose activity, negative = inhibition, actives largely listed as inhibitors; 280,000 compounds, 0.39% hits; K18 P301L tau heparin fibrillization, Alexa594 FP, 6 h; Microtubule-associated protein tau (Homo sapiens), P10636; further: on the % scale 0 is the no-effect control and ±100 the full control effect; nearly all actives have a fitted effect of over 55% in size
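Heparin (20 uM) drove fibril formation of recombinant tau K18 P301L, 15 uM unlabeled with 0.24 uM Alexa 594 label, for 6 hr at 37 C in 100 mM sodium acetate pH 7. Fluorescence polarization (555/632 nm) read 1 hr after 30 uM ThT.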
* marks the source's active call; other numbers are inactive results; ? = inconclusive; . = not tested or not shown; [ ] = dose if it differs, or a comment. Unless noted, the call rests on the fitted dose curve; in most records, active means well fitted curve in the direction sought with a large enough effect; inconclusive means small, poorly fitted or top-dose-only effect, or another doubt; inactive means no such curve, though single readings can be large; an effect the other way counts as inactive or inconclusive. Potency means the concentration at half of the fitted maximal effect. Not all compounds are listed; the hit share may differ from the screen's.

SMILES	ALDH1A1 block	KDM4E inh	HTT aggregate	SMN2 splice up	Tau ThT inhib	HTT cytoprotect	Tau fluor cs	Tau fibril FP
COc1ccccc1N1CCN(C(=O)c2ccc(Cl)c(S(=O)(=O)N3CCCC3)c2)CC1	0%	3%	-24%	-67%[inhibitor]	9%	4%	1%	7%
CCSc1ccccc1C(=O)NCCCn1ccnc1	8%	9%	1%	-1%	10%	3%[10 µM]	3%	5%
O=C(COc1ccc(Br)cc1Cl)NC(=S)N1CCc2ccccc21	?	3%	9%	?	?	.	-27%	-12%
CNc1nc(SC)nc(N(C#N)CC(=O)OC)n1	?	1%	-23%	17%	-2%	26%[10 µM]	-2%	-14%
CSc1ncc2c(n1)-c1cc(C)ccc1SC2	-7%	-18%	?	-11%	-12%	-59%[inhibitor]	-13%	-7%
COC(=O)c1ccc(C(=O)Nc2ccc(-c3nc4cc(NC(=O)c5ccc(C(=O)OC)cc5)ccc4o3)cc2)cc1	.	.	.	-1%	?	.	-3%	6%
CCOc1ccc(N(CC)S(=O)(=O)c2cc(Br)cc3c2N(C(C)=O)C(C)C3)cc1 (stereo not given)	.	.	.	-64%[inhibitor]	-14%	.	-22%	4%
O=C(COC(=O)/C=C/c1ccc(S(=O)(=O)N2CCOCC2)cc1)NCc1ccc2c(c1)OCO2	?	6%	-14%	-4%	-2%	-36%[inhibitor]	-5%	-1%
Cc1onc(-c2c(Cl)cccc2Cl)c1C(=O)N=C(N)N1CCCC1	-7%	-19%	-16%[9.22 µM]	.	-10%	-5%[10 µM]	-18%	-3%
Cc1ccc(C)c(N2CN(Cc3cccnc3)CNC2=S)c1	7%	2%	-17%	-8%	5%	-6%[10 µM]	6%	7%
O=C(CSc1ccncc1)Nc1ccc2ccccc2c1	?	?	?	-3%	-17%	-12%[10 µM]	-25%	-4%
CN(C)c1ccc(C2CC(c3cccc(NS(C)(=O)=O)c3)=NN2C(=O)c2ccccc2)cc1 (stereo not given)	?	?	13%[9.22 µM]	.	-19%	-3%[10 µM]	?	?
CCOC(=O)C(C(=O)OCC)C1N=C(N)N=C2Oc3ccccc3N21 (stereo not given)	?	?	3.2µM*	?	-2%	9%[10 µM]	-14%	-14%
Cc1ccccc1Cn1c2ccccc2c2cn[nH]c(=O)c21	-5%	5%	5%	.	-7%	-14%	-11%	-5%
O=C(Nc1ccccc1OC(F)F)c1ccc(Br)o1	4%	10%	3%	2%	-11%	-3%[0.074 µM]	-5%	-5%
CC(C)CCNC(=S)NC1CCCC1	?	4%	-13%	-11%	5%	11%	0%	-5%
COCCn1c(=O)[nH]c(=O)c2cc(C(=O)c3cc(Cl)ccc3O)cnc21	?	?	11%	24%	2%	-11%	3%	2%
O=C(Nc1ccccc1)N(c1ccccc1)C1C=CS(=O)(=O)C1 (stereo not given)	4%	3%	16%[9.22 µM]	.	-8%	2%[10 µM]	-17%	-11%
CCOC(=O)c1c(C)[nH]c(C=O)c1Cc1cccc(Cl)c1	?	-2%	-16%	-39%[inhibitor]	-16%	1%[10 µM]	-21%	-2%
CCC(C)NC(=O)c1ccccc1NC(=O)CN1C(=O)c2cccc3cccc1c23 (stereo not given)	.	.	.	2%	-7%	.	-16%	1%
Cc1nc2nc(NC(=O)c3ccccc3F)[nH]n2c(=O)c1Cl	.	.	.	4%	7%	.	2%	6%
CCCC(=O)Nc1ccc(OCC(=O)OC)cc1	2%	5%	-7%	-12%	-14%	-5%[0.074 µM]	1%	9%
Cc1ccc(OCC(=O)Nc2ccc(S(=O)(=O)Nc3cc(C)on3)cc2)c(Br)c1	.	.	.	-3%	-9%	.	-3%	1%
CC(C)CC1NC2(C(=O)N(C)c3ccccc32)C2C(=O)N(C(C)C)C(=O)C12 (stereo not given)	-4%	0%	-6%	1%	-2%	-1%[10 µM]	0%	-6%
O=C(c1ccncc1)c1ccc(N2CCN(C3CC(=O)N(Cc4ccccc4)C3=O)CC2)cc1 (stereo not given)	-11%	-5%	?	-67%[inhibitor]	?	7%[0.074 µM]	-7%	-8%
CN(C)c1ccc(NC(=S)N(CCc2ccccc2)C2CC(=O)N(c3c(Cl)cccc3Cl)C2=O)cc1 (stereo not given)	?	-5%	4%	4%	-18%	-28%	?	7%
CCCCn1c(SCC(=O)NC2CCS(=O)(=O)C2)nc2cc(S(N)(=O)=O)ccc21 (stereo not given)	5%	-3%	10%	11%	5%	-21%	0%	-2%
O=S(=O)(Nc1cccnc1Cl)c1ccc2c(c1)OCCO2	6%	-1%	-18%	-12%	-7%	-16%	2%	6%
Cn1nc(C(F)(F)F)c(/C=N/OC(=O)c2ccccc2)c1SCc1ccccc1Cl	21%	1%	3%	.	-18%	-27%	-11%	1%
COC(=O)c1c(NC(=O)c2ccccc2)sc2c1CC(C)(C)NC2(C)C	4%	0%	2%[9.22 µM]	.	-5%	-4%[10 µM]	2%	-4%
CN(C)S(=O)(=O)N1CCc2ccccc21	5%	-2%	11%	1%	-1%	21%	-1%	7%
Cc1ccc(C)c(CN2C(=O)c3ccccc3S(=O)(=O)c3ccc(C(=O)N(C)C4CCCCC4)cc32)c1	.	.	.	-27%	3%	.	-3%	-1%
CCN(CC)C(=O)CN(c1cc2c(cc1OC)oc1ccccc12)S(=O)(=O)c1ccccc1	4%	?	-7%	-23%	3%	-27%	-8%	1%
O=C(Nc1ccccc1C(=O)O)c1cc(S(=O)(=O)N2CCOCC2)cs1	1%	5%	2%	9%	2%	-9%	5%	2%
COc1cc(C(=O)N2CCN(C/C=C/c3ccccc3)CC2)cc(OC)c1C	?	5%	2%	47%	-16%	-29%	-7%	3%
CCN1CCN(C(c2cccs2)C(C)NS(=O)(=O)c2ccc(F)cc2)CC1 (stereo not given)	-2%	4%	-10%	9%	5%	12%[10 µM]	7%	0%
O=C1N/C(=N/N=C/c2ccc(F)cc2)SC1c1ccccc1 (stereo not given)	.	1%	31%[9.22 µM]	.	.	7%[10 µM]	?	-11%
O=C(CSCCO)Nc1nccs1	6%	3%	7%[9.22 µM]	10%	-14%	3%	3%	9%
Cc1ccc(C(=O)NC2CCN(C(=O)NC3CCCCC3)CC2)cc1	-8%	-3%	6%	-6%	-8%	-5%[10 µM]	-5%	2%
C=C(C)C(C)(C#CCN1CCCC1)OC(C)=O (stereo not given)	3%	2%	0%	6%	-1%	17%[10 µM]	5%	3%
CCS(=O)(=O)c1ncc(Cl)c(C(=O)Nc2c(C(=O)c3ccc(C)cc3)oc3ccccc23)n1	.	.	.	-4%	?	.	?	-8%
COc1ccc(N=C(c2ccccc2)c2c(C)[nH]n(-c3ccccc3)c2=O)c(OC)c1	.	2%	12%[9.22 µM]	.	.	-15%[10 µM]	-37%	14%
Cc1ccc(-c2csc(N(Cc3ccccc3)C(=O)COc3ccccc3)n2)cc1	15%	1%	?	-4%	-7%	-61%[inhibitor]	-5%	2%
Cc1ccc(C(=O)N2CCN(C)CC2)cc1S(=O)(=O)N1CCCCC1	?	-46%	10%	-15%	-4%	4%	0%	-3%
COC(=O)c1ccc(S(=O)(=O)NCc2ccccn2)n1C	.	-1%	-9%[9.22 µM]	.	.	9%[10 µM]	14%	2%
CCC(CC)NCC(O)COc1ccc(Br)cc1 (stereo not given)	?	?	-24%	-9%	-3%	-30%[inhibitor]	2%	-7%
COc1cccc2cc(C(=O)CC3(O)C(=O)N(Cc4ccccc4)c4ccccc43)c(=O)oc12 (stereo not given)	0.089µM*	-3%	24%	-1%	-11%	-9%	-2%	7%
O=C1CN(c2nc(-c3ccccc3)c3ccccc3n2)c2ccccc2N1	1%	44%	8%	-4%	4%	2%[10 µM]	-21%	-10%
CCC(=O)Nc1cc(Cl)ccc1N1CCN(C(=O)CC)CC1	-2%	0%	-24%	-8%	-4%	8%[0.074 µM]	-3%	3%
Cc1cc(C)cc(NC(=O)NC2CCN(CC(=O)Nc3cccc(Cl)c3C)CC2)c1	.	0%	0%[9.22 µM]	.	-17%	0%[10 µM]	?	-16%
S=C(Nc1ccc(Cl)cc1Cl)NC1CCCCC1	2%	-16%	9%	-3%	-11%	16%	?	-10%
COc1ccc(C(=O)Nc2ccc(NC(=O)c3cccs3)cc2)cc1Cl	2%	?	-6%	2%	?	-34%[10 µM]	-10%	-8%
COc1ccc2c(-c3ccccc3)cc(=O)[nH]c2c1	?	?	-18%	3%	-19%	-16%	-15%	1%
CC1CCN(S(=O)(=O)c2csc(C(=O)Nc3ccccc3)c2)CC1	-8%	2%	?	-65%[inhibitor]	-3%	13%	-21%	-14%
O=c1[nH]c2cc3c(cc2cc1CN(CCCO)C(=S)NCc1ccco1)OCO3	?	?	2%[9.22 µM]	.	-9%	-16%[10 µM]	-6%	1%
C=CCNC(=O)CCCC(=O)NCC=C	12%	5%	20%	.	-1%	-1%	-3%	?
CCC(=O)Nc1nc2ccc(NC(C)=O)cc2s1	5%	-5%	-7%	18%	-11%	-3%	-4%	-1%

Compound profiles (already shown). Order of values: ALDH1A1 block	KDM4E inh	HTT aggregate	SMN2 splice up	Tau ThT inhib	HTT cytoprotect	Tau fluor cs	Tau fibril FP
Results for `CCCC(=O)Nc1ccc(OCC(=O)OC)cc1` : 2%	5%	-7%	-12%	-14%	-5%[0.074 µM]	1%	9%
Results for `COC(=O)c1ccc(C(=O)Nc2ccc(-c3nc4cc(NC(=O)c5ccc(C(=O)OC)cc5)ccc4o3)cc2)cc1` : .	.	.	-1%	?	.	-3%	6%
Results for `CN(C)S(=O)(=O)N1CCc2ccccc21` : 5%	-2%	11%	1%	-1%	21%	-1%	7%

Compound activity from PubChem.
